MT stabilize HCS: microtubule stabilizers in HeLa cells | HeLa tubulin immunostaining HCS, 24 h; share of cells brighter than vehicle mean+2SD | % tubulin-high responders, % at 10 µM | actives 0.83% (n = 200,000) | AID 2205;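 active = plate Z-score above 3 for both tubulin-high and condensed-nucleus cell shares, with cell loss under 80%, at 10 µM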;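 note: anti alpha tubulin signal scored within the nucleus-defined area of each cell; some results filed as inactive read as strong as hits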
Hep lipid drop: hepatic lipid droplet formation modulation. AML12 mouse hepatocytes, oleate lipid droplets, BODIPY imaging. inhibition, % at 6.5 µM. actives 0.4% (n = 240,000);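 active = lipid droplet intensity inhibited by at least 50%, with more than 500 cells counted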
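Test system: AML12 hepatocytes (mouse); reagent: oleate loading, 100 µM; dosing: one dose, 6.5 µM compound; incubation: overnight exposure; signal: fluorescence imaging, 20x objective, two fields per well; read-out basis: % inhibition of corrected integrated BODIPY droplet signal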
TNAP activators: human TNAP enzyme activators, primary screen, biochemical, luminescent, no phosphate acceptor, uHTS (AID 1001); purified TNAP, luminescent activation assay, no phosphate acceptor; higher activation fold means a stronger effect; activation fold at 20 µM; hits with a dose series show EC50 in µM; actives 0.03% (n = 200,000); in the data active = activation fold from about 3, or a potency from the dose series; inactive = the rest, 99 in 100 with activation fold below about 1.6; note: many of its hits are not listed in these tables
human PMI inhibitors: MPI inhibition at elevated mannose 6-phosphate – biochemical, fluorescence intensity, high mannose 6-phosphate, primary screen (AID 1220); actives 0.66% (n = 190,000); inhibition, % at 20 µM, or IC50 in µM where a hit was titrated; recombinant PMI enzyme, coupled fluorescence intensity; higher % means a stronger effect
T cell modulator: T cell immune modulators affecting CD8 T cell-vesicle binding | 2C CD8+ T cell-vesicle binding, flow cytometry; hits give low values | calls only at 7 µM | actives 0.068% (n = 330,000) | AID 2052;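 active = response, share of CD8 T cells binding vesicles, and their 90th percentile fluorescence all below set limits, cut at about 80% in these data, passing the limit was not always enough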
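Read-out – percent CD8+ FL2 mean versus row control · System – murine 2C transgenic CD8+ T lymphocytes · Times – 1.5 h cell–vesicle binding at 37 °C, then 20 min icy labelling · Control set – naked vesicles low, QL9 vesicles with vehicle high · Detection – cytometric PE anti-B7-1 and Alexa647 anti-CD8 signals after 1% paraformaldehyde fixation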
Autophagy HCS: alters autophagy in cells. MEF GFP-LC3 puncta imaging; test concentration mostly 10 µM. calls only at 10 µM (by protocol). actives 0.98% (n = 190,000). AID 463193;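 active = percentage of spot-positive cells more than 3 SD above its plate mean, without a fluorescence outlier flag or 80% toxicity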;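 note: spot-positive cell cutoff set from DMSO-treated cells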
Ins promoter up: MIN6 insulin promoter up-regulation. AID 1625. actives 0.3% (n = 190,000). z-score at 5 µM. MIN6 insulin promoter-GFP reporter, high-content imaging; hits give high values;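 active = z-score above 3 at 5 µM with at least 500 cells counted in the well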
bCat nuc transl: beta-catenin nuclear translocation modulation | HeLa beta-catenin nuclear translocation, immunofluorescence imaging | nuclear translocation activity, % at 5 µM | actives 0.3% (n = 190,000);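 active = nuclear translocation activity above 50% at 5 µM, with a well cell count of 50 or more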;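 note: per-cell ratio of nuclear to cytoplasmic median beta-catenin stain intensity; plate controls were DMSO negative control for no effect and GSK-3 inhibitor IX positive control for full effect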
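Test system: human HeLa cells, endogenous beta-catenin. Times: 24 h compound exposure, 37°C. Measured by: beta-catenin immunofluorescence imaging with DAPI.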
PMI inhibitors: MPI enzyme activity inhibition – biochemical, fluorescence intensity, coupled assay, primary screen (AID 1209); inhibition, % at 20 µM; hits with a dose series show IC50 in µM; purified PMI enzyme, coupled fluorescence intensity; higher % means a stronger effect; actives 0.42% (n = 190,000);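 note: plate controls were DMSO vehicle for no effect and wells lacking substrate for full effect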
Ins promoter up cell count: second read-out of Ins promoter up, no call of its own (marks repeat the call); cell count; measured here: cytotoxicity, nuclei count;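 total cells summed across four imaged fields per well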
Hep lipid drop cells 6.5 µM: second read-out of Hep lipid drop, no call of its own (marks repeat the call); cell count; measured here: cell count, cytotoxicity flag;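 cells counted across two imaged fields per well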
bCat nuc transl cell count 5 µM: further read-out of bCat nuc transl, marked with its call; cell count; measured here: cell count, cytotoxicity flag
T cell modulator vesicle-bound %: further read-out of T cell modulator, marked with its call; double positive events, %; measured here: CD8+ vesicle-bound cell fraction;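 binding gate set so that unloaded-vesicle control wells show 10% double positive cells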
MT stabilize HCS Hoechst-high %: second read-out of MT stabilize HCS, no call of its own (marks repeat the call); % Hoechst-high responders; measured here: nuclear condensation Hoechst responders;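 share of cells brighter than vehicle mean plus two SD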
MT stabilize HCS cytotoxicity %: second read-out of MT stabilize HCS, no call of its own (marks repeat the call); toxicity, %; measured here: cytotoxicity by cell density;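 0% = mean cell density of plate MIN control wells and 100% = no cells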
Autophagy HCS cell loss 18 h: recorded beside Autophagy HCS, whose call it bears; toxicity, %; measured here: cell loss, nuclei count;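 cell loss after 18 h compound exposure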
* marks the source's active call; other numbers are inactive results; i = inactive; x = no result given. Cut-off read from the data, not from the text of the source, unless noted: active = inhibition above about 50%; inactive = the rest.

SMILES	MT stabilize HCS	MT stabilize HCS Hoechst-high %	MT stabilize HCS cytotoxicity %	Hep lipid drop	Hep lipid drop cells 6.5 µM	TNAP activators	human PMI inhibitors	T cell modulator	T cell modulator vesicle-bound %	Autophagy HCS	Autophagy HCS cell loss 18 h	Ins promoter up	Ins promoter up cell count	bCat nuc transl	bCat nuc transl cell count 5 µM	PMI inhibitors
Cc1[nH]c(=S)c(C#N)c(-c2ccccc2)c1C(=O)Nc1ccccc1	x	x	x	10	717	x	x	i	10	x	x	-0.3	1047	1.3	1315	x
COc1ccccc1CC(=O)NCc1ccc2c(c1)OCO2	5.1	1.9	6.4	6	716	1.1	4%	i	26	i	-7	1.6	1202	x	x	17%
COc1ccc(CCNC(=O)CN(C)S(=O)(=O)c2ccc3c(c2)CCC(=O)N3)cc1OC	8.0	3.6	3.7	x	x	1.2	-4%	i	17	i	11	0.88	882	5.1	1205	2%
CN(Cc1nc(-c2cccnc2)no1)S(=O)(=O)c1ccc(Br)cc1	1.6	2.8	9.4	-19	581	1.1	-1%	i	50	i	2	-0.2	1483	0.7	1039	8%
Clc1ccc2nc(CN3CCCCC3)cn2c1	2.3	2.8	11	x	x	1.1	12%	i	22	i	10	-0.14	1334	-0.2	1224	-6%
COc1ccc(CNC(=O)c2c(O)c3ccccc3n(C)c2=O)cc1OC	4.8	2.4	6.2	x	x	1	-24%	i	43	i	-1	1.4	1190	2.2	1145	-20%
CCOc1ccc2cc(S(=O)(=O)N3CCN(C)CC3)ccc2c1	3.7	2.4	8.8	-21	664	1.1	-3%	i	17	i	-12	x	x	-1.0	1265	-3%
Cc1ccc(NC(=O)Nc2c(C)n(C)n(-c3ccccc3)c2=O)cc1C	5.1	1.5	7.1	7	755	1.2	1%	i	40	i	4	-0.29	1264	-0.6	1059	-4%
C=CCn1c(SCC(=O)N2CCc3ccccc3C2)nc2sc(C)c(C)c2c1=O	3.0	2.0	15	-30	320	1.1	11%	i	44	i	-2	-0.3	1229	-0.7	486	10%
O=C(Nc1ccc(N2CCOCC2)c(C(=O)O)c1)c1ccco1	3.6	2.3	5.3	-2	805	0.9	-2%	x	x	i	-6	-0.03	859	x	x	-4%
Cc1cc(=O)n(Cc2ccc(OC(C)C)cc2)c(=S)[nH]1	1.1	1.1	5.1	-9	661	1	x	i	54	i	-4	x	x	0.2	1539	x
COC(=O)c1ccccc1NC(=O)c1cc2sccc2n1C	2.1	2.5	9.4	9	767	1.1	-12%	i	35	i	-5	-0.88	958	-2.0	1202	3%
CC(=O)N/N=C(\C)c1ccc(Br)cc1Br	6.9	4.9	1.0	16	711	1	1%	i	4	i	2	-0.65	1153	4.1	851	2%
CCCCCCCCC(=O)NCCOc1ccccc1	9.1	1.5	6.5	26	742	1.1	12%	i	63	i	-6	0	1553	-1.2	1119	18%
Cc1ccc(/C=N/NC(=O)c2sccc2OCc2ccc(F)cc2)cc1	39*	18*	69*	-39	590	1	1%	i	32	i	10	-0.11	1704	-0.9	1027	4%
CCN(CC)CCCNC(=O)C1c2ccccc2Oc2ccccc21	4.2	1.4	4.8	x	x	1.2	-6%	i	58	i	7	-0.27	1199	-5.2	780	-7%
Fc1ccccc1Cc1noc(CN2CCN(c3ccc(Cl)cn3)CC2)n1	2.7	2.2	4.5	-29	685	1	2%	i	39	i	-21	0.27	1473	-2.8	1034	10%
CCCCN(C)C(=O)c1ccc(S(=O)(=O)N2CCOCC2)cc1	1.3	1.5	3.8	-13	571	1	-3%	i	6	i	35	0.82	896	-1.8	980	-2%
OCC1CCCN1C(=S)Nc1ccccc1 (stereo not given)	1.5	1.6	7.7	x	x	1.1	1%	i	49	i	-29	x	x	x	x	7%
COc1ccc(C2C3=C(CC(C)(C)CC3=O)Nc3c2c(=O)n(C)c(=O)n3C)cc1OC (stereo not given)	3.0	2.0	3.2	2	723	1.3	-4%	i	45	i	-8	0.62	1325	-5.0	1106	-9%
O=C(Nc1ccccc1)N1CCC(n2c(=O)[nH]c3ccccc32)CC1	3.5	2.8	5.4	x	x	1.1	-5%	i	23	i	13	-0.81	886	x	x	-6%
CC(=O)c1cccc(NC(=O)C2CCN(C(=O)c3ccc([N+](=O)[O-])cc3)CC2)c1	7.5	1.2	12	6	649	1.1	4%	i	23	i	-1	-0.1	1502	5.6	922	0%
COc1ccc(C(c2c(N)[nH]c(=S)[nH]c2=O)c2c(N)[nH]c(=S)[nH]c2=O)cc1	x	x	x	-14	705	x	x	i	23	x	x	0.05	1049	0.1	1345	x
O=C(NC1CC2CCC1C2)C1CCN(S(=O)(=O)c2ccc(-c3nn[nH]n3)cc2)CC1 (stereo not given)	5.3	2.3	7.0	x	x	1.1	0%	i	15	i	-1	-0.54	1200	-1.4	1155	0%

Structures shown so far with a thiophene ring, fused or not:
SMILES	MT stabilize HCS	MT stabilize HCS Hoechst-high %	MT stabilize HCS cytotoxicity %	Hep lipid drop	Hep lipid drop cells 6.5 µM	TNAP activators	human PMI inhibitors	T cell modulator	T cell modulator vesicle-bound %	Autophagy HCS	Autophagy HCS cell loss 18 h	Ins promoter up	Ins promoter up cell count	bCat nuc transl	bCat nuc transl cell count 5 µM	PMI inhibitors
C=CCn1c(SCC(=O)N2CCc3ccccc3C2)nc2sc(C)c(C)c2c1=O	3.0	2.0	15	-30	320	1.1	11%	i	44	i	-2	-0.3	1229	-0.7	486	10%
COC(=O)c1ccccc1NC(=O)c1cc2sccc2n1C	2.1	2.5	9.4	9	767	1.1	-12%	i	35	i	-5	-0.88	958	-2.0	1202	3%
Cc1ccc(/C=N/NC(=O)c2sccc2OCc2ccc(F)cc2)cc1	39*	18*	69*	-39	590	1	1%	i	32	i	10	-0.11	1704	-0.9	1027	4%

(more compounds)
SMILES	MT stabilize HCS	MT stabilize HCS Hoechst-high %	MT stabilize HCS cytotoxicity %	Hep lipid drop	Hep lipid drop cells 6.5 µM	TNAP activators	human PMI inhibitors	T cell modulator	T cell modulator vesicle-bound %	Autophagy HCS	Autophagy HCS cell loss 18 h	Ins promoter up	Ins promoter up cell count	bCat nuc transl	bCat nuc transl cell count 5 µM	PMI inhibitors
Cc1nc(-c2cccnc2)sc1C(=O)Nc1cccc(C(F)(F)F)c1	1.2	0.9	10	x	x	1.1	4%	i	8	i	7	-0.04	1523	-1.9	1413	11%
CC1CCN(CCCNC(=O)COc2cc(=O)n(C)c3ccccc23)CC1	3.6	2.0	1.2	x	x	1.1	-4%	i	17	i	15	0.94	1460	2.0	1424	-4%
COc1ccc(Br)cc1C(=O)Nc1ccccc1-c1ccccc1	1.8	0.6	2.8	x	x	1.1	2%	i	26	i	5	-1.4	1071	-0.2	1445	8%
Cc1cc(Cl)ccc1NC(=O)CCC(=O)N/N=C/c1cc([N+](=O)[O-])ccc1O	3.1	1.5	2.5	3	698	1.3	-31%	i	58	i	3	x	x	-0.4	996	-20%
COC(=O)c1cc(C(=O)NCCC(C)C)cc([N+](=O)[O-])c1	2.9	2.0	7.7	-1	699	1.1	3%	i	46	i	12	0.36	1595	-5.6	1163	3%
CCn1ncc(/C=C/C(=O)c2ccccc2)c1C	4.8	3.3	4.9	0	670	1.1	8%	i	49	i	-6	-0.14	1128	1.0	483	5%
COc1ccc(C(=O)NCCN2CCCC2)cc1OC	1.7	1.4	1.5	-11	752	1.1	2%	i	18	i	25	0.54	795	2.3	1039	3%
COc1ccccc1NC(=O)/C=C/c1ccc2c(c1)OCO2	19*	41*	25*	-7	734	1	14%	i	22	i	12	0.25	1193	-1.7	1118	-5%
O=C(NCc1ccc2c(c1)OCO2)C1CCCN1S(=O)(=O)c1ccc(Cl)cc1 (stereo not given)	3.0	1.4	6.1	5	692	1.1	8%	i	49	i	7	0.01	1693	0.3	913	12%
COC(=O)c1ccc(OCCCCN2CC(C)OC(C)C2)cc1 (stereo not given)	4.3	2.4	4.9	5	690	0.9	-6%	i	54	i	4	0.51	1589	0.2	946	-10%
CCOC(=O)CNC(=O)CSc1nc2c(C)cccc2cc1CC	2.6	2.4	7.2	-21	573	1	-12%	i	23	i	21	0.48	1532	-0.3	1426	-6%
CCOC(=O)C(CCCCCCP(=O)(c1ccccc1)c1ccccc1)NC(C)=O (stereo not given)	x	x	x	1	770	x	x	i	58	x	x	-0.37	1048	-0.7	1310	x
NC(=O)c1ccc(Br)c(S(=O)(=O)N2CCCCC2)c1	3.7	0.8	3.9	8	756	1.1	6%	i	23	i	-2	x	x	-2.7	1092	6%
CC(C)Nc1nc(Oc2cccc(Cl)c2Cl)cc(C(F)(F)F)n1	1.4	2.0	1.9	x	x	1.1	4%	i	41	i	6	0.24	1429	-0.9	1278	6%
COc1cccc(C(=O)CSc2nnc(COc3cccc4cccnc34)o2)c1	1.6	1.9	8.7	10	627	1.1	4%	i	19	i	-3	0.48	1284	x	x	2%
CC(NC(=O)CN1C(=O)COc2ccccc21)c1ccccc1 (stereo not given)	4.1	2.1	0.2	0	557	1	5%	i	65	i	4	1.6	1138	-0.1	981	6%
Nc1ccc2oc(-c3cccs3)nc2c1	5.3	2.2	5.0	x	x	0.9	46%	i	21	i	7	1.2	1398	-0.8	1169	14%
CCOC(=O)N1CCN(c2c(N3CCc4ccccc4C3)c(=O)c2=O)CC1	1.8	2.2	3.5	-6	683	1.1	-16%	i	41	i	6	-0.51	1599	1.4	920	-11%
c1ccc(Cn2c(SCc3cn4cccnc4n3)nnc2-c2ccco2)cc1	1.1	1.6	5.9	x	x	1.1	-2%	i	23	i	-4	-0.23	1482	-1.6	1404	1%
Cc1ccc(Nc2nc(/N=C/NO)n[nH]2)cc1C	3.4	2.5	8.8	-7	731	2	-3%	i	26	i	23	-0.11	1214	0.7	1018	-2%
Cc1ccc(S(=O)(=O)Oc2ccc(/C=N/NC(=O)c3nn(C)cc3Cl)cc2)cc1	2.9	1.9	4.3	-5	724	1	5%	i	46	i	29	-0.04	1193	-0.6	1214	7%

Screening data as filed in PubChem.

Random draw from the library; 2.9% or so of the library scored in one or more.
